# Source: PubChem
# RAD54 branch: inhibitors of human RAD54 branch migration. Q92698. RAD54 Holliday junction branch migration, FAM/BHQ fluorescence. inhibition, % at 10.4 µM. 360,000 tested, 0.14% active. AID 602329;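 active means mean normalized replicate activity at least 40 and at least half of replicates scoring 40 or more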;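 further: 0% = median of neutral control wells and 100% = median of positive control wells; inhibitors cause a drop in the FAM fluorescence signal; in these data hits start at about 50%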
# ERp5 inh: inhibitors of human ERp5; ERp5 insulin aggregation, absorbance 650 nm, 90 min; Q15084; inhibition, % at 9.99 µM; AID 651711; 350,000 tested, 0.05% active;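 active means mean replicate inhibition above about 25%, with every replicate also reaching it, limit read from the data, passing the limit was not always enough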
# E-selectin induc: E-selectin induction on HUVECs. HUVEC E-selectin immunofluorescence imaging; normalized: neutral wells 0, TNF-alpha wells 100. activation, % at 7.58 µM. 260,000 tested, 0.37% active;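 active means mean E-selectin-positive cell signal at least 10% of the positive control, reached in at least 60% of replicates, without over 20% cell loss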;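 further: in these data hits start at about 27%; measured in HUVEC primary endothelial cells; signal is the percent of cells scored E-selectin positive by PE staining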
# Target sequence (P16581 whole entry, looked up): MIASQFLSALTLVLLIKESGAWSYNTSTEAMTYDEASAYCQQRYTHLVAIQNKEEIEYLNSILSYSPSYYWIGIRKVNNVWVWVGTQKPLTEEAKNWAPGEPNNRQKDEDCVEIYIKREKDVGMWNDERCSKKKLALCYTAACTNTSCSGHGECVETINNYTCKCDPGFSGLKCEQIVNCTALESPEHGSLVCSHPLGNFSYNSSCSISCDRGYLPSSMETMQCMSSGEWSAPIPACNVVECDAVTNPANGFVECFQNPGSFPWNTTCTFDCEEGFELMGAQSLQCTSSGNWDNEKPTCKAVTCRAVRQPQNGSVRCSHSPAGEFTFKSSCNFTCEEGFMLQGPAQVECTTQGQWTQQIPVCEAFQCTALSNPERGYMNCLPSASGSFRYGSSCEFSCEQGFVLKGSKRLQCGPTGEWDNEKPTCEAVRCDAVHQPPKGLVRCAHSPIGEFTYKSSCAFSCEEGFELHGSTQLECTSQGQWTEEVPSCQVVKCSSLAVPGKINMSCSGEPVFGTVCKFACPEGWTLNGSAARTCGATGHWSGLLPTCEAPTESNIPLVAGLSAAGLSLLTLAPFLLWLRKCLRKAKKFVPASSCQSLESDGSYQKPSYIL
#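 Material: HUVEC primary endothelial cells; Amount: 3,000 cells per well; Dosing: single concentration; Medium: EGM-2 growth medium on 0.1% gelatin-coated wells; Read-out basis: percent E-selectin-positive cells; Signal: immunofluorescence imaging; Control set: TNF-alpha, DMSO.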
# PglD inh: PglD (C. jejuni) enzyme inhibition; purified PglD enzyme, DTNB colorimetric CoA detection; inhibition, % at 12.5 µM; 360,000 tested, 0.098% active; AID 602405; in the data active means inhibition above about 16%, passing the limit was not always enough; further: strong numbers were not always called active
# ARNT-TACC3 inh: disrupts binding between human ARNT and TACC3; Q9Y6A5; AlphaScreen His-ARNT PAS-B/GST-TACC3 binding, luminescence; TACC3 fragment carries E629A point mutation; inhibition, % at 9.99 µM; 390,000 tested, 0.66% active; AID 623870;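 active means mean inhibition of replicates at least 50% and at least half of replicates each reaching 50%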;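 further: 0% = complete ARNT plus TACC3 wells and 100% = ARNT alone without TACC3; many hits fall short of the cut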
# RAD52 anneal inh: inhibitors of human RAD52 DNA annealing; P43351; recombinant RAD52 DNA annealing, FRET fluorescence; inhibition, % at 18.7 µM; 360,000 tested, 0.46% active;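 active means every replicate showing at least 50% inhibition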
# Casp6 inh: caspase-6 (human) enzyme inhibition; P55212; purified caspase-6, Z-VEID-R110 cleavage fluorescence; inhibition, % at 12.5 µM; 350,000 tested, 0.53% active;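 active means mean inhibition across replicates at least about 35%, with every replicate also reaching that limit, limit read from the data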;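 further: 0% = median of neutral control wells and 100% = no fluorescence left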
# esBAF inh: SWI/SNF esBAF complex inhibition; mouse ES cells, Bmi1-luciferase knock-in reporter, 24 h; 100% = twice the neutral-well signal; reporter increase, % at 12.5 µM; 350,000 tested, 2% active; in the data active means activation above about 40%;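 further: 0% = median of the plate's neutral control wells and 100% = double that signal; a rise in the Bmi1 reporter signal indicates esBAF inhibition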
# Starred values were filed as active, the others as inactive; . = no result given. Rows are unselected. About 3.2% of those tested had a hit in this group.
nr	smiles	PglD inh	RAD52 anneal inh	ERp5 inh	E-selectin induc
1	CCOc1cccc(-c2c(C(=O)N/N=C(\C)c3ccncc3)nnn2-c2nonc2N)c1	5	-17	20	6.2
2	CCOC(=O)N1CCN(C(=O)C2CC(=O)N(c3ccc(OC)cc3)C2c2ccc(OC)cc2)CC1 (centres undefined)	3	.	.	.
3	CC(C)(C)NC(=O)CCc1ncc(C(F)(F)F)cc1Cl	-8	-9	1	.
4	C[C@H](CO)N1C[C@H](C)[C@H](CN(C)CC2CC2)Oc2c(NS(C)(=O)=O)cccc2C1=O	4	3	2	-2.9
5	O=C(N/N=C/c1ccccn1)c1cc(C2CC2)[nH]n1	-9	-29	2	.
6	C[C@H]1CCCCO[C@H](CN(C)C(=O)Nc2ccc(C(F)(F)F)cc2)[C@@H](C)CN([C@@H](C)CO)C(=O)c2cc(NC(=O)Nc3ccccc3)ccc2O1	-1	-5	-3	-0.2
7	O=C(O)c1cccc(S(=O)(=O)N(Cc2ccccc2)c2ccccc2)c1	.	-10	-10	.
8	CO[C@H]1CN(C)C(=O)c2cc(NC(=O)Cc3ccccc3)ccc2OC[C@H](C)N(C(C)=O)C[C@@H]1C	0	-15	6	0.3
9	CCCCC(CC)C(=O)Nc1ccc(C)c(O)c1 (centres undefined)	.	-11	-2	.
10	CCCCOc1nc2ccccc2nc1NS(=O)(=O)c1ccc(F)cc1	-4	-3	2	0.6

nr	esBAF inh	ARNT-TACC3 inh	RAD54 branch	Casp6 inh
1	0	-7	4	25
2	3	3	-3	.
3	-3	13	1	.
4	0	-5	-6	0
5	20	48*	-1	-2
6	-3	22	-3	1
7	.	-6	.	2
8	1	-3	-18	0
9	.	-2	.	3
10	1	-3	-10	0

# Going on with the list.
nr	smiles	PglD inh	RAD52 anneal inh	ERp5 inh	E-selectin induc
11	O=C(Nc1cccc(Cl)c1)N1C[C@@H]2[C@H](c3ccccc31)[C@@H](CO)N2CC1CCOCC1	0	-4	-2	-0.1
12	COc1ccc(-c2csc(N3CCC(C(N)=O)(N4CCCCC4)CC3)n2)cc1	5	.	.	.
13	COc1ccc(C#Cc2ccc([C@H]3[C@@H](CO)N4CCCCN(C(=O)Nc5ccccc5F)C[C@H]34)cc2)cc1	14	-18	7	-0.1
14	O=C(CSc1nnc(Nc2ccccc2F)s1)Nc1cccc(S(=O)(=O)N2CCCCC2)c1	-3	.	.	.
15	CCOC(=O)C1CCN(C(=O)COc2ccc(N(C)S(=O)(=O)c3cccs3)cc2)CC1	8	.	.	.
16	CCN(CC)C(=O)C(Cc1ccccc1)N1C(=O)c2ccccc2C1=O (centres undefined)	-6	.	.	.
17	CC(=O)c1ccc(S(=O)(=O)N(C)CCCC(=O)N(C)Cc2c(F)cccc2Cl)cc1	-1	-10	-2	0.0
18	CSc1nc(C(=O)N2CCCC(Nc3ccc(C)c(C)c3)C2)cs1 (centres undefined)	6	-3	-4	-0.8
19	CO[C@H]1CN(C)C(=O)c2cc(NS(=O)(=O)c3cccc(F)c3)ccc2OC[C@H](C)N(C(=O)Cc2cccnc2)C[C@@H]1C	1	-5	-5	-0.2
20	CC(C)Cn1c(N)c(C(=O)COC(=O)C2=COCCO2)c(=O)n(C)c1=O	7	.	.	.

nr	esBAF inh	ARNT-TACC3 inh	RAD54 branch	Casp6 inh
11	0	1	0	2
12	3	-7	-12	.
13	3	6	1	0
14	43*	-2	6	.
15	-3	-7	-3	.
16	-9	9	-6	.
17	-9	5	11	9
18	-7	-33	-13	-1
19	-1	-5	1	-1
20	-2	-4	-10	.

# One compound at a time, from the list above:
# CC(C)Cn1c(N)c(C(=O)COC(=O)C2=COCCO2)c(=O)n(C)c1=O reads PglD inh: 7; RAD52 anneal inh: .; ERp5 inh: .; E-selectin induc: .; esBAF inh: -2; ARNT-TACC3 inh: -4; RAD54 branch: -10; Casp6 inh: .
# CC(=O)c1ccc(S(=O)(=O)N(C)CCCC(=O)N(C)Cc2c(F)cccc2Cl)cc1 reads PglD inh: -1; RAD52 anneal inh: -10; ERp5 inh: -2; E-selectin induc: 0.0; esBAF inh: -9; ARNT-TACC3 inh: 5; RAD54 branch: 11; Casp6 inh: 9

# (further entries)
nr	smiles	PglD inh	RAD52 anneal inh	ERp5 inh	E-selectin induc
21	O=c1ccc(C(F)(F)F)cn1Cc1cc(=O)n2ccsc2n1	.	3	2	1.1
22	CC(=O)NC(CC(=O)NCc1ccncc1)c1ccccc1 (centres undefined)	-7	-11	1	.
23	Cc1nn(C)c(C)c1S(=O)(=O)N(CC(=O)Nc1ccc2c(c1)OCO2)c1ccc(C(C)C)cc1	1	-3	0	-0.1
24	Fc1cccc(Nc2ncnc3[nH]ncc23)c1	.	-2	3	.
25	Cc1ccc(-n2nc3c(=O)n(C(C)C(=O)NCCc4cccs4)nc(C)c3c2C)cc1 (centres undefined)	-5	.	.	.
26	Cc1noc(C)c1NC(=O)NCC[C@@H]1CC[C@H](NC(=O)Nc2cccc(Cl)c2)[C@H](CO)O1	-1	-7	1	0.0
27	CN(C)CC(=O)Nc1ccc2c(c1)[C@@H]1C[C@H](CC(=O)NCc3ccccc3F)O[C@H](CO)[C@@H]1O2	-1	.	.	0.5
28	C[C@@H]1CN([C@H](C)CO)C(=O)c2cc(NC(=O)C3CCCCC3)ccc2O[C@@H](C)CCCCO[C@H]1CN(C)Cc1ccccc1	-3	6	-3	0.1
29	C[C@@H]1CN([C@H](C)CO)C(=O)c2ccccc2-c2ccccc2CO[C@@H]1CN(C)Cc1cccc(C(F)(F)F)c1	.	7	0	-2.3
30	COc1ccc(S(=O)(=O)N2CCc3ccccc32)cc1NC(C)=O	.	-5	5	-0.6
31	COc1ccc(OC)c(CCNC(=O)CCn2ccc3cc(S(=O)(=O)N4CCCC4)ccc32)c1	18	-33	1	.
32	CCC(C#CCN1CCOCC1)(CC)OCCC#N	2	.	.	.
33	Cc1csc(SCC(=O)Nc2ccc3[nH]c(=O)[nH]c3c2)n1	-1	-7	7	0.0

nr	esBAF inh	ARNT-TACC3 inh	RAD54 branch	Casp6 inh
21	.	-8	.	2
22	2	-2	7	-2
23	9	0	-7	-1
24	.	8	.	-3
25	7	-1	-6	.
26	8	2	-5	-206
27	0	1	5	.
28	-3	-14	5	-4
29	.	.	.	-1
30	.	0	.	1
31	1	7	5	0
32	-2	4	-12	.
33	-3	-1	1	0

# Structural class, the compounds so far containing a CF3 group (4)
nr	smiles	PglD inh	RAD52 anneal inh	ERp5 inh	E-selectin induc
3	CC(C)(C)NC(=O)CCc1ncc(C(F)(F)F)cc1Cl	-8	-9	1	.
6	C[C@H]1CCCCO[C@H](CN(C)C(=O)Nc2ccc(C(F)(F)F)cc2)[C@@H](C)CN([C@@H](C)CO)C(=O)c2cc(NC(=O)Nc3ccccc3)ccc2O1	-1	-5	-3	-0.2
21	O=c1ccc(C(F)(F)F)cn1Cc1cc(=O)n2ccsc2n1	.	3	2	1.1
29	C[C@@H]1CN([C@H](C)CO)C(=O)c2ccccc2-c2ccccc2CO[C@@H]1CN(C)Cc1cccc(C(F)(F)F)c1	.	7	0	-2.3

nr	esBAF inh	ARNT-TACC3 inh	RAD54 branch	Casp6 inh
3	-3	13	1	.
6	-3	22	-3	1
21	.	-8	.	2
29	.	.	.	-1
